S2 tox: cell viability loss in ATXN counter-screen; S2 cells (HEK-293 line with an ATXN2-luciferase reporter) viability, CellTiter-Fluor protease fluorescence, 24 h; Potency, µM (titrated, usually from 56.7 µM), actives largely listed as cytotoxic; actives 0.49% (n = 400,000); AID 651635; further: potency means the concentration at half of the fitted maximal effect; nearly all actives have a fitted effect of over 40% in size
MCF10A rerep: DNA re-replication induction in MCF 10a cells. MCF 10A DNA re-replication, Hoechst nuclear intensity, 48 h. Potency, µM (doses to about 46.1 µM), for the others: top-dose activity, positive = re-replication, actives largely listed as activators. actives 2.9% (n = 350,000); further: potency means the concentration at half of the fitted maximal effect; % of control where 0% means no effect; nearly all actives have a fitted effect of over 50% in size
ATXN2 expr inh: ATXN2 expression inhibition; HEK-293 ATXN2-luciferase reporter, luminescence, 24 h; Potency, µM (doses to about 57 µM), for inactives: at the highest dose activity change, negative = inhibition, actives largely listed as inhibitors; actives 0.72% (n = 360,000); further: potency means the concentration at half of the fitted maximal effect; on the % scale 0 is the no-effect control and ±100 the full control effect; nearly all actives have a fitted effect of over 55% in size
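qHTS (up to 57 uM final) was run with 24 h compound exposure of reporter cells at 37 °C. Each well was multiplexed: SteadyGlo luminescence measured ATXN2-luciferase expression after a fluorogenic Gly-Phe-AFC viability readout (25 uM final).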
SW480 rereplic: DNA re-replication induction in SW480 cells | SW480 DNA re-replication, Hoechst DNA content imaging, 48 h | Potency, µM (doses to about 46.1 µM), for the others: top-dose re-replication activation, actives largely listed as activators | actives 1.8% (n = 340,000); further: potency means the concentration at half of the fitted maximal effect; % of control where 0% means no effect; nearly all actives have a fitted effect of over 55% in size
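Cells (250 per well) received 23 nL compound or DMSO by pin tool and were kept 48 hr at 37 C, 5% CO2. Nuclei were then stained with Hoechst for 40 min and scanned for DNA content.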
IL-1B inflam inh: inflammasome signaling inhibition, IL-1 beta readout; actives 4.7% (n = 360,000); activity change, % at 57.5 µM; THP-1 LPS/ATP IL-1B secretion, AlphaLISA, 16 h; hits give low values; in the data active means activity change below about -50%; inconclusive means mostly about -30% to -49%; further: on the % scale 0 is the no-effect control and ±100 the full control effect
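Secreted IL-1B measured by AlphaLISA bead assay after 16 h compound exposure of THP-1 cells; compounds (final up to 57.5 uM) added 1 h before LPS (250 ng/mL) and ATP (1.25 mM) stimulation; lower signal means less secretion.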
KB-V1 cytotox: KB-V1 MDR subline cytotoxicity | AID 1347076 | Potency, µM (series often up to 46.1 µM), without a hit: at the highest dose activity change, negative = cytotoxicity, most hits filed as cytotoxic | KB-V1 MDR cells viability, CellTiter-Glo, 72 h | actives 3.4% (n = 400,000); further: potency means the concentration at half of the fitted maximal effect; on the % scale 0 is the no-effect control and ±100 the full control effect; nearly all actives have a fitted effect of over 60% in size
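KB-V1, DMEM (no phenol red) + 10% FBS; cpd pin-transferred, titration series; 72 h, 37 degrees C; CellTiter-Glo, luminescence. Data normalized, curve-fit.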
HT1080 IDH1KD tx: toxicity to HT-1080 IDH1 knockdown cells (counter line); HT-1080 IDH1 knockdown viability, ATP luminescence, 48 h; Potency, µM (series often up to 46.1 µM), for inactives: at the top dose activity, negative = toxicity, usual class: cytotoxic; actives 2% (n = 360,000);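 further: potency means the concentration at half of the fitted maximal effect; 0% = DMSO wells and -100% = cell-free medium wells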
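In this qHTS, HT-1080 cells depleted of IDH1 are exposed for 48 h at 37 °C to compound titrations. Toxicity is scored from CellTiter-Glo luminescence, with DMSO as full viability and medium alone as none.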
KB-3-1 tox: KB-3-1 parental cell cytotoxicity; KB-3-1 viability, CellTiter-Glo ATP luminescence, 72 h; Potency, µM (highest dose often 46.1 µM), for the others: top-dose activity change, negative = cytotoxic, hits mostly cytotoxic; actives 1.4% (n = 400,000); AID 1347075; further: potency means the concentration at half of the fitted maximal effect; on the % scale 0 is the no-effect control and ±100 the full control effect; nearly all actives have a fitted effect of over 60% in size
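Cytotoxicity in the drug-sensitive parental line KB-3-1 was scored as loss of CellTiter-Glo luminescence following 72 h incubation with compound. Values come from curve fitting of normalized concentration-response data.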
HT1080NT lethal: kills 2HG-producing HT-1080-NT fibrosarcoma cells; HT-1080-NT fibrosarcoma viability, CellTiter-Glo ATP luminescence, 48 h; Potency, µM (titrated, usually from 46.1 µM), for the others: at the highest dose activity, negative = less viability, actives largely listed as cytotoxic; actives 1.6% (n = 360,000); AID 686970;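 further: NT is the 2HG producing partner of a matched IDH1 knockdown line; potency means the concentration at half of the fitted maximal effect; 0% = DMSO-treated cells and -100% = media-only wells without cells; nearly all actives have a fitted effect of over 55% in size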
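HT-1080-NT; 750 cells/well; 5% FBS RPMI; 48 h compound, 37 degrees C; CellTiter-Glo luminescence; curve fitting and curve-class assignment.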
* hit, by the source's call; i = inactive; u = inconclusive; x = no result given; [ ] = dose if it differs, or a comment. Unless noted, the call rests on the fitted dose curve; in most records, active means well fitted curve in the direction sought with a large enough effect; inconclusive means small, poorly fitted or top-dose-only effect, or another doubt; inactive means no such curve, though single readings can be large; an effect the other way counts as inactive or inconclusive.

Structure	S2 tox	MCF10A rerep	ATXN2 expr inh	SW480 rereplic	IL-1B inflam inh	KB-V1 cytotox	HT1080 IDH1KD tx	KB-3-1 tox	HT1080NT lethal
Cc1ccc(S(=O)(=O)N2CCN(C(=O)CSc3cc(C)ccc3C)CC2)c(C)c1	i	16%	-11%	12%	-51*	u	-8%	-13%	-8%
CC(=O)NC(C)c1nc2ccccc2n1CC(=O)N1C(C)CCCC1C (configuration not stated)	i	-9%	-18%	0%	7	-13%	0%	3%	2%
COc1ccc(/C=N/NC(=O)c2ccc(CSc3nncn3C)cc2)cc1OC	i	u	-3%	-2%	-3	16%	21%	17%	-1%
COc1ccccc1C(=O)NC(=O)COC(=O)c1nc(Cl)ccc1Cl	i	8%	-4%	0%	-1	2%	5%	22%	8%
Cc1cc(C)n(S(=O)(=O)c2ccc(C)c(C)c2C)n1	i	-7%	-6%	-2%	17	-26%	0%	-3%	1%
COc1ccc(NC(c2ccccc2)c2ccncc2)cc1 (configuration not stated)	i	3%	u	-11%	-25	3%	u	3%	-21%
COC(=O)CSc1nc2sc3c(c2c(=O)n1-c1ccc(C)cc1)CC(C(C)C)OC3 (configuration not stated)	i	x	-2%	x	x	-11%	x	1%	x
COc1nc(NS(=O)(=O)c2ccc(C)cc2)nc(C)c1Cl	i	-8%	0%	-5%	0	-6%	-2%	u	-1%
COCCN(CCOC)c1cc(C)c(C#N)c2nc3ccccc3n12	x	6%	-26%	0%	22	1%	3%	3%	0%
C[C@H](CO)N1C[C@H](C)[C@@H](CN(C)S(=O)(=O)c2ccccc2F)OCc2cnnn2CCCC1=O	i	x	-1%	x	1	16%	-3%	-20%	3%
CCc1ccc(/C=N/NC(=O)c2cc(C3CC3)nc3ccc(Br)cc23)s1	i	1.6µM*	-9%	18µM*	24	4.1µM*	5.8µM*	4.6µM*	6.5µM*
CCOC(=O)c1c(C)[nH]c(C(=O)COC(=O)c2ccc(O)cc2O)c1C	i	5%	1%	-3%	9	-4%	-16%	-20%	-1%
Cc1onc(C(=O)NC2CCCCC2)c1[N+](=O)[O-]	x	19%	x	4%	-7	16%	-5%	-1%	11%
C=CCn1c(O)c(CN2CCN(Cc3ccccc3)CC2)c(C)c(C#N)c1=O	i	-2%	7%	0%	10	23%	17%	1%	13%
O=C1COc2ccc(C(=O)COC(=O)CNC(=O)C3CCCCC3)cc2N1	i	-4%	-3%	-4%	28	0%	25%	-4%	14%
COc1ccc(CN2C(=O)c3cccnc3C2=O)cc1S(=O)(=O)N1CC(C)Oc2ccccc21 (configuration not stated)	i	6%	3%	-1%	0	u	20%	18%	30%
Cc1ccc(NC(=O)Nc2cc(Cl)ccc2C2COC(=O)C2=N)cc1 (configuration not stated)	i	2%	x	-7%	46	-14%	-1%	-16%	0%
O=C(Cc1ccccc1)N/N=C/c1cccs1	i	7%	33%	-9%	2	2%	6%	9%	4%
CC(=O)N(CC(=O)O)c1ccccc1C(=O)O	i	-6%	0%	-7%	-5	14%	20%	2%	9%
O=C(O)C#Cc1cccc2ccccc12	i	4%	5%	-5%	28	-8%	0%	2%	0%
CC1Oc2ccccc2N(CC(=O)NCCN2CCOCC2)C1=O (configuration not stated)	i	-1%	3%	-2%	17	u	5%	0%	3%
CC1(C(=O)NS(=O)(=O)c2cccc(F)c2)CCN1C(=O)Cc1ccccc1 (configuration not stated)	i	x	14%	x	8	0%	19%	0%	23%
O=C(NCCCn1ccnc1)c1noc2c1CCCC2	i	-3%	3%	-8%	0	3%	-10%	-3%	7%
Cc1ccc(C(=O)c2cc3ccccc3o2)cc1[N+](=O)[O-]	i	8%	1%	5%	-23	-11%	14%	0%	17%
COc1ccc(N(CC(=O)Nc2ccc3c(c2)OCO3)S(=O)(=O)c2c(C)nn(C)c2C)cc1	i	1%	12%	-4%	-9	-6%	-2%	-4%	1%

Compounds listed so far that have a cyano group, in the order listed:
Structure	S2 tox	MCF10A rerep	ATXN2 expr inh	SW480 rereplic	IL-1B inflam inh	KB-V1 cytotox	HT1080 IDH1KD tx	KB-3-1 tox	HT1080NT lethal
COCCN(CCOC)c1cc(C)c(C#N)c2nc3ccccc3n12	x	6%	-26%	0%	22	1%	3%	3%	0%
C=CCn1c(O)c(CN2CCN(Cc3ccccc3)CC2)c(C)c(C#N)c1=O	i	-2%	7%	0%	10	23%	17%	1%	13%

(next part)
Structure	S2 tox	MCF10A rerep	ATXN2 expr inh	SW480 rereplic	IL-1B inflam inh	KB-V1 cytotox	HT1080 IDH1KD tx	KB-3-1 tox	HT1080NT lethal
COC(=O)c1sccc1NC(=O)CSCC(=O)O	i	21%	6%	0%	16	-14%	17%	12%	6%
Cc1ccc(C(=O)N2CCNC(=O)C2CC(=O)Nc2ccc(F)cc2)cc1C (configuration not stated)	i	-3%	23%	-3%	-10	24%	-1%	5%	6%
O=C1/C(=C\c2ccccn2)SC(=S)N1Nc1ncc(C(F)(F)F)cc1Cl	i	2%	5%	-4%	-7	-16%	0%	u	0%
CCCCC1CCC(C(=O)N(CCOC)c2c(N)n(CC(C)C)c(=O)[nH]c2=O)CC1 (configuration not stated)	i	-8%	x	-1%	-2	-13%	4%	-4%	8%
COc1ccc2cc(CCNC(=O)c3ccco3)c(=O)[nH]c2c1	i	-1%	17%	2%	-2	u	11%	28%	0%
CCn1c(CCC(N)=O)nnc1SCC(=O)Nc1cccc(S(=O)(=O)N2CCCC2)c1	i	-2%	6%	-7%	5	14%	-1%	8%	-1%[9.24 µM]
CC(C)CNC(=O)C1(C)CCCCCN1C(=O)c1csnn1 (configuration not stated)	i	x	-8%	x	11	-2%	3%	0%	13%
CCOC(=O)C1(Cc2ccccc2)CCN(Cc2csc(C(C)=O)c2)CC1	i	u	-37%	-29%	-61*	u	-14%	1%	-6%
COc1ccc(F)cc1C(=O)C1CCCN(Cc2ccc3c(c2)OCCO3)C1 (configuration not stated)	i	-3%	x	-4%	-3	6%	1%	1%	-8%
CSCCC(NC(=O)c1ccc(Cl)cc1)C(=O)OCC(=O)N1CCCC1=O (configuration not stated)	i	2%	-3%	-3%	21	6%	-7%	3%	-2%
COc1cc2c(cc1NC(=O)c1cncc(Br)c1)oc1ccccc12	i	2%	-27%	-2%	10	6%	u	14%	u
CCN1C(=O)C(CC(=O)Nc2cccc(C(C)=O)c2)S/C1=N\c1ccccn1 (configuration not stated)	i	4%	-11%	17%	-3	-6%	-2%	-5%	-6%
Cc1ccc(S(=O)(=O)N2CCN(c3nc(C)c4c(c3C#N)CC(C)(C)OC4)CC2)cc1	i	12%	3%	-5%	-12	u	-1%	u	2%
CCN(C(=O)CSc1nccn1C)c1cccc2ccccc12	i	-1%	5%	-13%	58	-11%	-2%	-13%	0%
O=C(c1ccc2nc(Cc3cccc(Cl)c3)oc2c1)N1CCC(O)CC1	i	4%	3%	-12%	0	-14%	20%	-10%	20%
CCN1CCSc2ccc(C(=O)NCc3cccc(Br)c3)cc21	i	u	-11%	0%	u	0%	-4%	-1%	-2%
CCC(C)N(C(=O)COC(=O)c1nc(Cl)ccc1Cl)C1CCS(=O)(=O)C1 (configuration not stated)	i	2%	5%	6%	4	11%	-8%	-1%	-14%
CC(NCc1cccc(OCc2ccccc2)c1)C(O)c1ccccc1 (configuration not stated)	x	9%	x	u	u	-7%	4%	4%	1%
COc1ccccc1N1CCN(C(=O)c2ccc(CS(=O)(=O)c3ccccc3OC)o2)CC1	i	-1%	-8%	11%	67	u	-6%	-1%	-12%
CC(Sc1ccc(S(=O)(=O)N2CCOCC2)cn1)C(=O)Nc1ccc(Cl)cc1Cl (configuration not stated)	i	8%	x	-12%	-10	-3%	1%	u	0%
Cc1c(C(=O)Nc2cccc([N+](=O)[O-])c2)sc2ncn(CC(=O)N3CCOCC3)c(=O)c12	i	0%	5%	-3%	0	7%	7%	9%	1%
CNC(=O)c1ccc(NC(=O)CC2SC(N3CCCC3)=NC2=O)cc1 (configuration not stated)	x	4%	x	-9%	18	17%	9%	1%	12%
CCOC(=O)c1sc(NC(=O)CSc2nc3c(cc2C#N)CCCCC3)c(C#N)c1C	i	u	52%[activator]	u	-1	10%	5%	6%	15%
Nc1[nH]c(C(=O)c2ccccc2)c(-c2ccccc2C(F)(F)F)c1C(=O)NCc1cccc2ccccc12	i	x	7%	x	0	-5%	6%	1%	22%
CC(=O)c1ccc(NC(=O)C2CCC(CNS(=O)(=O)c3cccc4nsnc34)CC2)cc1 (configuration not stated)	i	x	-2%	x	x	13%	x	3%	x
CC(C)OC(=O)c1c(-c2ccccc2)c(-c2ccccc2)nn(C)c1=O	u	x	-18%	x	x	-17%	x	2%	x
CC12CN3CC(C)(CN(C1)C3c1ccc(F)cc1)C2 (configuration not stated)	i	u	-10%	-5%	-4	0%	-5%	7%	-5%
CCN1CCCC1Cn1cnc2c([nH]c3cc(OC)ccc32)c1=O (configuration not stated)	i	3%	6%	-2%[9.22 µM]	-22	0%	-4%	9%	3%
COc1ccccc1-c1c(C)nn2c(N)c(-c3ccccc3)cnc12	i	u	11%	19%	-74*	u	-22%	-19%	-13%
O=S(=O)(NNc1ncc(C(F)(F)F)cc1Cl)c1ccccc1	i	-2%	-5%	-6%	u	11%	u	-2%	u
COc1ccc([N+](=O)[O-])cc1/C=N/NC(=O)CNC(=O)c1cccc(F)c1	i	7%	-23%	20%	47	2%	-18%	-1%	-8%

Reformatted with two lines to a compound: entries from further up.
Results follow in this order: S2 tox, MCF10A rerep, ATXN2 expr inh, SW480 rereplic, IL-1B inflam inh, KB-V1 cytotox, HT1080 IDH1KD tx, KB-3-1 tox, HT1080NT lethal
> CC(C)OC(=O)c1c(-c2ccccc2)c(-c2ccccc2)nn(C)c1=O
  u, x, -18%, x, x, -17%, x, 2%, x
> CC12CN3CC(C)(CN(C1)C3c1ccc(F)cc1)C2 (configuration not stated)
  i, u, -10%, -5%, -4, 0%, -5%, 7%, -5%
